KLF5 inhibitor = suppresses KLF5 promoter-driven expression; DLD-1 KLF5 promoter-luciferase reporter, luminescence; inhibition, % at 5 µM; 0.23% of 290,000 active;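 active = inhibition above a per-plate limit of that plate's mean compound inhibition plus 3 SD, cut at about 60% in these data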;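 note: 0% = DMSO wells and 100% = LY294002 at 200 µM; higher means less KLF5 promoter-driven luciferase light; inactives centre near -14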
IEC-6 tox = counter-screen for KLF5 inhibitors: cytotoxicity in IEC-6 cells. IEC-6 cytotoxicity, luminescence viability. inhibition, % at 5 µM. 0.78% of 290,000 active. AID 1825; in the data active = inhibition above about 22%;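 note: 0% = plate median of test compound wells and 100% = cytotoxic reference compound wells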
HSF1 inhib = HSF1 inhibition | AID 2098 | NIH3T3-HGL HSE-luciferase, MG132-induced, luminescence 8 h; hits give low values | 0.77% of 300,000 active | activity change, negative = inhibition, % at 7.5 µM (by protocol);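 active = more than half of replicate wells show activity change below -50%, luminescence cut by over half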;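 note: luciferase reports HSF-1 transcriptional activity via heat shock element; 0% = median of DMSO wells and -100% = zero luminescence signal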
Platelet DG rel = modulates dense granule release in human platelets | inhibition, %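 (compounds screened at 7.5 µM in platelet-rich plasma)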 | 0.22% of 300,000 active | human platelet-rich plasma, SFLLRN dense granule ATP release, luminescence | AID 1663;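 active = mean replicate score, as percent of positive control, at or above 50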
HSP90 inh = HSP90 refolding inhibition in rabbit reticulocyte lysate | luciferase refolding luminescence, 3 h | inhibition, % at 5.6 µM | 0.91% of 290,000 active | AID 1789;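 active = inhibition above the screen-wide mean plus 3 SD, computed separately per campaign, cut at about 16% in these data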;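 note: 0% = DMSO wells and 100% = 60 µM geldanamycin wells; inhibitors lower the luminescence because luciferase stays unfolded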
HSF1 activator = increases HSF-1 driven luciferase reporter signal; NIH3T3-HGL HSF-1 luciferase reporter, MG132, 8 h; 100% = twice DMSO control signal; activation, % at 9 µM; 1.7% of 300,000 active;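 active = mean replicate activation of at least 50% with a set share of replicates each reaching 50%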;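 note: 0% = median of the neutral control wells and 100% = twice that signal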
HIF activator = HIF pathway transcriptional activation | 0.32% of 300,000 active | activation, % at 7.5 µM (by protocol) | U2OS HRE-luciferase reporter, luminescence; normalized: DMSO 0%, desferrioxamine 100%;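 active = mean activation of at least 10% of the iron chelator positive control signal, with at least half of replicates also reaching 10%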
aSyn 5UTR inh = 5' untranslated region of α-synuclein, MLPCN primary screen; inhibition, % (tested at 7.5 µM); 0.82% of 300,000 active; alpha-synuclein 5'UTR reporter, inhibitor activity; AID 1813; in the data active = inhibition above about 60%;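 note: H4 neuroglioblastoma cells stably carrying SNCA 5'UTR luciferase fusion; 0% = DMSO wells and 100% = positive control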
AI-2 QS mod = Vibrio harveyi AI-2 quorum sensing modulation. Vibrio harveyi JMH597 AI-2 luminescence/OD600 ratio, 9 h; hits give low values; strain lacks LuxN and CqsS sensors; 0 = neutral-control median. activity change, % at 7.5 µM. 0.4% of 300,000 active; in the data active = activity change below about -75%, passing the limit was not always enough;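 note: luminescence divided by OD600 gain over 9 h not by final OD600 alone; inactives centre near 13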
SKKanGAS inh = SKKanGAS growth inhibition. S. pyogenes SKKanGAS, kanamycin growth, BacTiter-Glo, 6 h. AID 1662. 1.3% of 300,000 active. inhibition, % at 7.5 µM;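 active = mean replicate score, as percent of positive control median, at least 50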;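 note: strain carries kanamycin resistance gene driven by streptokinase promoter and grows in 40 µg/ml kanamycin; loss of luminescence reflects streptokinase promoter inhibition or plain growth inhibition; 0% = median of DMSO wells and 100% = positive control at its reference dose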
Numbers without * were called inactive; . = no result given.

SMILES	KLF5 inhibitor	IEC-6 tox	HSF1 inhib	Platelet DG rel	HSP90 inh	HSF1 activator	HIF activator	aSyn 5UTR inh	AI-2 QS mod	SKKanGAS inh
Cc1nc2sccn2c(=O)c1S(=O)(=O)NCC(C)c1ccccc1 (stereo not given)	2	4	-12	58*	0	-28	-0.3	10	29	-1
CCCCC1(CC)C(=O)NC(=O)NC1=Nc1ccc(OC)cc1 (stereo not given)	4	-1	1	5	-3	10	0.3	-5	7	-4
COc1ccc(NC(=O)CCSc2ccc3ccccc3n2)cc1	-2	-1	-2	0	4	16	-0.1	0	4	21
Clc1ccc(C2=NN(c3ccccc3)C(c3ccco3)C2)cc1 (stereo not given)	-32	-11	4	14	0	17	0.4	-37	-3	23
COc1cc(NC(=O)NCC2CCN(Cc3ccccc3F)CC2)cc(OC)c1	-26	3	-7	-9	11	0	1.9	8	-11	0
Nc1nonc1C(=O)NCCN=Cc1cc(Cc2ccccc2)cc(Br)c1O	-8	-2	3	-1	1	29	0.8	0	-149*	52*
O=C(Nc1nnc(Cc2ccc(Cl)cc2)s1)c1cccs1	-34	7	5	12	3	9	0.4	-51	27	-10
CCO/C=C1/C(=O)N(c2ccc(OC)cc2)C(=O)c2ccccc21	-27	-3	-4	8	3	-19	0.0	-19	4	-5
Cc1nc(NCCc2ccccc2)c2oc3ccccc3c2n1	-8	3	-1	-2	6	-4	-0.1	-29	12	3
COC(=O)C(C)N=Cc1ccccc1 (stereo not given)	1	-3	0	-2	2	-7	-0.4	-9	8	-6
C[C@H](NC(=O)Nc1cccc(C(F)(F)F)c1)C(=O)O	-18	-4	1	4	1	-4	-0.5	4	19	-1
Cc1ccc(NC(=O)C(NC2CCCC2)c2ccccc2)cc1Cl (stereo not given)	0	-2	3	1	0	19	-0.1	-5	41	-15
Cc1ccc(S(=O)(=O)Nc2cc(=O)[nH]c(SCC(=O)Nc3ccccc3C(F)(F)F)n2)cc1	-34	-5	8	4	3	11	-2.0	15	16	2
CNC(=O)c1cc2cc(Cl)cc(OC)c2oc1=O	2	1	-2	-3	1	1	-0.4	9	30	-4
O=S(=O)(Cc1ccccc1)Oc1ccccc1	-50	2	5	0	2	4	-1.0	-49	7	3
O=C(O)c1ccc(N2CC3CC(C2)c2cccc(=O)n2C3)c(NC(=S)Nc2ccc(Br)cc2)c1 (stereo not given)	-36	4	-4	5	2	1	1.2	-21	7	25
O=C(Nc1ccc(S(=O)(=O)Nc2nccs2)cc1)c1ccc(F)cc1	-21	-5	9	-3	-2	19	0.0	-7	17	29
NC(=O)c1nsc(C(=O)N(c2ccc(Cl)cc2)C(C(=O)NCC2CCCO2)c2cccs2)c1N (stereo not given)	7	5	-2	-6	5	-2	-0.4	-6	0	7
O=C(COc1ccc(S(=O)(=O)NC2CCCC2)cc1)NCC1CCCO1 (stereo not given)	-1	-5	.	3	-1	.	0.1	9	21	0
COc1ccc(NC(=O)C/C(C)=N/NC(=O)c2cnccn2)cc1	0	0	-6	2	3	10	0.7	1	1	1
CCOc1cc(NC(=S)NCC2CCCO2)c(OCC)cc1NC(=O)c1ccccc1F (stereo not given)	-14	-3	9	-1	2	23	-0.1	3	8	-3
CCOP(=O)(OCC)c1nc(-c2cccc3ccccc23)oc1N1CCCCC1	-9	3	23	0	0	19	0.0	25	42	0
CCOC(=O)C1=C(C(F)(F)F)Nc2ncnn2C1c1cc(OC)c(OC)cc1OC (stereo not given)	-43	-7	-11	-12	2	-8	0.3	30	24	-7
O=C(CN1CCN(Cc2ccc(F)cc2)C1=O)NC1CCCC1	-39	-3	-5	1	1	6	-0.2	14	32	2
CN1CCN(C(=O)C2=C[C@H](c3coc4ccccc4c3=O)C[C@H](OCCCCO)O2)CC1	-4	4	-3	-2	12	5	1.7	1	17	1

Part of the list above in order of formula weight, ascending.
SMILES	KLF5 inhibitor	IEC-6 tox	HSF1 inhib	Platelet DG rel	HSP90 inh	HSF1 activator	HIF activator	aSyn 5UTR inh	AI-2 QS mod	SKKanGAS inh
CNC(=O)c1cc2cc(Cl)cc(OC)c2oc1=O	2	1	-2	-3	1	1	-0.4	9	30	-4
C[C@H](NC(=O)Nc1cccc(C(F)(F)F)c1)C(=O)O	-18	-4	1	4	1	-4	-0.5	4	19	-1
Cc1ccc(S(=O)(=O)Nc2cc(=O)[nH]c(SCC(=O)Nc3ccccc3C(F)(F)F)n2)cc1	-34	-5	8	4	3	11	-2.0	15	16	2

The listing continues:
SMILES	KLF5 inhibitor	IEC-6 tox	HSF1 inhib	Platelet DG rel	HSP90 inh	HSF1 activator	HIF activator	aSyn 5UTR inh	AI-2 QS mod	SKKanGAS inh
CN(CC(=O)Nc1ccc(N2CCOCC2)cc1)C(=O)c1cccc(Cl)c1Cl	.	.	-3	-1	.	3	-0.1	5	17	7
O=C(Nc1cccc(NC(=O)c2ccco2)c1)c1ccc([N+](=O)[O-])cc1	-15	-2	5	-3	0	20	-0.7	-5	15	6
COc1ccc(N(C(=O)c2cnccn2)C(C(=O)NC2CCCCC2)c2ccccc2)cc1 (stereo not given)	6	-2	0	-4	-2	46	-29	6	20	3
COc1ccccc1N(CC(=O)NCCN1CCOCC1)S(=O)(=O)c1ccccc1	-5	8	-13	-3	6	-19	0.0	10	24	-3
Cc1ccc(C(=O)CSc2nc(N)cc(=O)[nH]2)cc1C	-23	2	-4	-4	1	-12	-1.1	27	1	6
O=C(NCc1ccccc1)C12CC3CC(CC(Br)(C3)C1)C2	-5	-6	-7	15	-2	-17	-0.6	-17	28	2
CCn1c(SCc2ccc(C#N)cc2)nnc1-c1cccc(Cl)c1	-2	0	-5	-4	3	-21	-0.4	42	2	2
COC(=O)[C@H](CCSC)NC(=O)N1CCN(Cc2ccccc2)CC1	-7	-7	-4	16	4	4	-0.6	7	-3	3
Cc1ccc(/C=C/c2nc3ccccc3s2)s1	-120	0	-75*	15	46*	-76	-5.7	71*	20	9
O=C(O)c1cccc([N+](=O)[O-])c1C(=O)Nc1nc2ccccc2s1	-4	4	-1	-8	-4	-7	2.7	-49	23	-14
Cn1cc(/C=C(\NC(=O)c2ccccc2Cl)C(=O)NCCCn2ccnc2)c2ccccc21	-4	-2	-4	16	-2	7	-0.4	9	33	-2
COC(=O)Cn1cnc2c(nnn2-c2ccc(OC)cc2)c1=O	7	10	-1	10	3	13	0.4	-5	6	12
CC1(C)CC(=O)C(C=NCCCn2ccnc2)=C(O)C1	-14	0	6	4	4	33	-0.6	15	9	22
CC/C(=N/NC(=O)c1ccccc1)c1ccc(OCCN2CCOCC2)cc1	-72	-2	11	11	-1	16	2.6	-103	8	-2
O=C(NC1CCCCC1)C(c1cccs1)N(C(=O)c1ccccn1)c1ccccc1 (stereo not given)	13	2	-6	-1	-3	6	4.1	19	20	-12
N#CCCN1CCN(S(=O)(=O)c2ccc(S(=O)(=O)N3CCCCCC3)cc2)CC1	-25	0	-6	0	1	5	-0.2	13	17	-2
CC(OC(=O)c1ccc(=O)n(Cc2ccccc2)n1)C(=O)Nc1cccc(Cl)c1 (stereo not given)	.	.	0	-9	.	-18	0.1	0	18	0
Cc1ccc(NC(=O)C2C3C=CC4(O3)C2C(=O)N(CCN2CCOCC2)C4C(=O)NC2CCCCC2)cc1C (stereo not given)	-13	2	-1	-3	-3	1	0.3	1	.	7
Cn1ncc(C#N)c1/N=C/N(Cc1ccccc1)Cc1ccccc1	-27	-1	-2	-4	3	7	0.1	-11	10	13
O=C(C1=C(O)C(=O)N(CC2CCCO2)C1c1cccnc1)c1ccco1 (stereo not given)	-33	-11	-30	11	-1	-42	-1.3	-3	17	-2
CCOc1ccc2c(c1)C(=O)c1cc(OCC(=O)O)ccc1-2	1	0	.	-10	0	.	.	17	4	-12
COc1cccc(-c2nc(CS(=O)(=O)CC(=O)Nc3cccc(C(C)=O)c3)c(C)o2)c1	-4	1	3	-11	2	-21	-0.3	4	7	-4
O=C(CN(C(=O)c1ccccc1)N1C(=O)CCC1=O)c1cccs1	-22	3	5	6	-2	1	-0.5	-9	14	1
CNC(=S)NNC(=O)c1oc2nc(-c3ccccc3)cc(C)c2c1N	1	5	-2	-1	2	3	0.2	-39	17	2
CCOC(=O)CN1C(=O)C(CC)Oc2ccccc21 (stereo not given)	-16	1	-6	15	-5	9	-0.3	16	21	-4
SMILES	KLF5 inhibitor	IEC-6 tox	HSF1 inhib	Platelet DG rel	HSP90 inh	HSF1 activator	HIF activator	aSyn 5UTR inh	AI-2 QS mod	SKKanGAS inh
COc1cc2[nH]cc(C(=O)NCc3cccs3)c(=O)c2cc1OC	-23	6	-1	-2	3	0	0.5	19	3	-9
Cc1nc(N2CCCCC2C)c2c(C)c(C(=O)Nc3ccccc3C(F)(F)F)sc2n1 (stereo not given)	-17	-2	10	11	0	23	-0.2	6	23	20
CC1CCN(C(=O)CCNC(=O)c2ccccc2Cl)CC1	-4	1	-1	-3	0	-4	0.4	-31	25	-1
O=C(CCc1nnc(CCCc2ccccc2)o1)NCCN1CCOC1=O	-21	-3	-2	-3	2	7	0.3	-4	13	0
CC(=O)N/C(=C\c1ccccc1)C(=O)OCCCOC(=O)/C(=C/c1ccccc1)NC(C)=O	-46	5	3	-2	1	24	0.4	-18	35	6
O=c1c2cc(NC(=S)N3CCC(N4CCCCC4)CC3)ccc2nc2n1CCCCC2	-5	3	2	-6	2	18	-0.5	15	25	2
Cc1nc(C)c(C(=O)N2CCCC(CCC(=O)NCc3ccc(F)c(F)c3)C2)s1 (stereo not given)	-16	-6	7	-19	-5	17	0.8	-1	10	-7
COc1ccc(C2=NN(C(=O)CCC(=O)O)C(c3ccc(Br)cc3)C2)cc1 (stereo not given)	4	3	22	5	-4	46	-5.2	5	18	23
O=S(=O)(c1cccnc1)N1CCn2cccc2C1c1ccccc1F (stereo not given)	.	.	-2	-31	.	-7	-0.4	15	33	-11
Cn1nc([N+](=O)[O-])nc1Sc1nnnn1-c1cccc(C(=O)O)c1	-8	-3	-3	3	-4	-6	-0.3	11	7	-4
O=C(Nc1ccc(F)cc1)c1cc2c(s1)CCCC2	-166	-2	44	33	0	92*	2.9	-165	8	44
CCCCn1c(N)c(N(CC(C)C)C(=O)CCCc2nc3ccccc3s2)c(=O)[nH]c1=O	.	.	8	-2	.	12	-0.1	14	-2	-1
C/C(=N\n1nnnc1Nc1ccccc1)c1ccc(N)cc1	-53	-1	72	0	2	117*	3.8	-124	4	-13
COC(=O)c1csc(S(=O)(=O)N2CCOCC2)c1OC	-17	-1	0	0	-5	0	0.3	-4	10	-3
Cc1ccccc1C(=O)NCC(=O)OC1CCCCC1=O (stereo not given)	.	.	-7	0	.	-14	-0.2	5	31	-9
O=C(C1Cc2ccccc2CN1S(=O)(=O)c1ccc(F)cc1)N1CCCCCC1 (stereo not given)	-15	-4	-2	-1	-1	5	-0.3	8	6	-1
O=[N+]([O-])c1ccc2c(c1)nnn2-c1ccccc1	-31	-2	2	11	4	-1	0.4	-6	17	5
CCOc1ccc(C2C3=C(CCCC3=O)N(CC(=O)O)C3=C2C(=O)CCC3)cc1	0	-11	-1	-24	7	2	-44	-5	-1	5
COc1ccc(N(CC(=O)NCc2ccccc2)C(=O)Cn2nnc(-c3ccccc3F)n2)cc1OC	-16	-6	-2	0	-2	1	-0.3	-7	10	1
O=C(CNC(=O)c1ccco1)OCc1ccc(Cl)cc1	7	6	-1	-26	-1	5	-0.2	2	-73	-4

Single entries from above:
Under HIF activator, CCCCn1c(N)c(N(CC(C)C)C(=O)CCCc2nc3ccccc3s2)c(=O)[nH]c1=O reads -0.1
Under HSP90 inh, COc1ccc(C2=NN(C(=O)CCC(=O)O)C(c3ccc(Br)cc3)C2)cc1 (stereo not given) reads -4
